# Bioassay records as filed in PubChem BioAssay.
# USP1 inh: inhibitors of human USP1/UAF1 deubiquitinase; AID 743255; recombinant USP1/UAF1, Ub-Rhodamine cleavage fluorescence; hit rate 0.23% among 390,000; O94782; Potency, µM (series often up to 57.1 µM), for the others: at the top dose activity change, negative = inhibition, actives largely listed as inhibitors; further: potency means the concentration at half of the fitted maximal effect; on the % scale 0 is the no-effect control and ±100 the full control effect; nearly all actives have a fitted effect of over 60% in size; inactives centre near -12
#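 USP1/UAF1 complex at 1 nM was preincubated with compound for 15 min at room temperature, then Ub-Rho substrate (150nM final) was added. Fluorescence (480/540 nm) was read kinetically, 6 reads every 60 seconds.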
# Pin1 inhibitor: inhibitors of human Pin1 | AID 504891 | Potency, µM (top dose mostly 115 µM), without a hit: at the top dose activity, negative = inhibition, usual class: inhibitors | Q13526 | hit rate 0.009% among 390,000 | Pin1 FP peptide displacement, HiFluor488, 10 min; active means well fitted inhibition curve with a large enough effect in the polarisation, with a control signal flat, not every such curve was filed as active; inconclusive means small, poorly fitted or top-dose-only effect, or effect the other way, or a change in a side signal; inactive means no such curve, though single readings can be large or run the other way; the % refers to the polarisation; further: potency means the concentration at half of the fitted maximal effect; on the % scale 0 is the no-effect control and ±100 the full control effect
# GLS inh: glutaminase GLS (human) inhibition. O94925. GLS enzymatic activity, qHTS titration. Potency, µM (highest dose often 45.5 µM), without a hit: at the top dose activity change, negative = inhibition, usual class: inhibitors. hit rate 0.21% among 410,000. AID 624170; further: potency means the concentration at half of the fitted maximal effect; on the % scale 0 is the no-effect control and ±100 the full control effect
#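 hKGA; 45 mM KH2PO4 pH 8.2 + 0.02% Tween-20; cpd via pin tool; 1 mM Gln soln; GluOx/HRP/Amplex Red; RT 30 min; fluor. t0 & final.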
# HP1b binding inh: inhibitors of HP1-beta chromodomain binding to methylated histone tails; P83916; Potency, µM (titrated, usually from 114 µM), without a hit: top-dose activity change, negative = inhibition, hits mostly inhibitors; AlphaScreen HP1-beta / biotin-H3K9me3 peptide binding; hit rate 0.56% among 390,000; further: potency means the concentration at half of the fitted maximal effect; nearly all actives have a fitted effect of over 70% in size; inactives centre near 23
# Target sequence (P83916 whole entry, looked up): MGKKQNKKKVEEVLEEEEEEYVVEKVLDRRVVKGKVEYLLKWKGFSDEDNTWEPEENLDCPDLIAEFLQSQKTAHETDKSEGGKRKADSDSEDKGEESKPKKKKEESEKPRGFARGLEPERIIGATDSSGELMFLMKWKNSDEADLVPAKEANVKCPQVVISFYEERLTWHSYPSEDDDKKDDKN
#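 Compound inhibition of the preformed complex between 50 nM HP1-beta and 50 nM biotinylated H3K9me3 peptide was read by AlphaScreen. Buffer was PBS pH 7.4 with 0.01% Tween-20. Incubations ran 30 min at room temperature, with 10 ug/mL donor/acceptor beads.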
# PI4K2A inh: PI4K2A (human) kinase inhibition. hit rate 0.13% among 420,000. purified PI4K2A, ADP-Glo luminescence, 1 h; stronger effect = lower value. AID 1346378. activity change, negative = inhibition, % at 76.9 µM. Q9BTU6; in the data active means activity change below about -50%; inconclusive means mostly about -30% to -49%;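 further: -100% = wells without enzyme as full effect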
#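 Compounds are screened against recombinant PI4K2A using PI as substrate and ATP, the latter dispensed at 300 microM. Reactions run one hour at ambient temperature before ADP-Glo detection; full inhibition defined by wells lacking enzyme.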
# TrxR1 substrate: substrates of rat thioredoxin reductase 1; O89049; purified TrxR1 substrate turnover, NADPH consumption readout; Potency, µM (top dose mostly 114 µM), without a hit: at the top dose activity change, negative = substrate turnover; hit rate 0.01% among 390,000; further: potency means the concentration at half of the fitted maximal effect; on the % scale 0 is the no-effect control and ±100 the full control effect; nearly all actives have a fitted effect of over 50% in size
# Target sequence (O89049 whole entry, looked up): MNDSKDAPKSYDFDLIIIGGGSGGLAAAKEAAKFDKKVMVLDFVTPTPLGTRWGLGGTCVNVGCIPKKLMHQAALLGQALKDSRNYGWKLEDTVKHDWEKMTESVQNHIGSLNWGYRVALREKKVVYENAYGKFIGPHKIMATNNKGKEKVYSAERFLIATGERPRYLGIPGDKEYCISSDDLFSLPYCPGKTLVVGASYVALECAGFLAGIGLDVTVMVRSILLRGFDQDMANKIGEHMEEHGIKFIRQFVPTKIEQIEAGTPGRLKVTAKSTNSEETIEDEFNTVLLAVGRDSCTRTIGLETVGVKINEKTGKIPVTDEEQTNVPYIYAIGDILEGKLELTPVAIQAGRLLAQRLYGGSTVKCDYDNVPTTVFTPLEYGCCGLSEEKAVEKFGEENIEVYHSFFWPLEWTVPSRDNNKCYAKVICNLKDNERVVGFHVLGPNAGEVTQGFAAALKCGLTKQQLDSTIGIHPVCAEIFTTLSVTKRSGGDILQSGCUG
#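 Rat TrxR1, dispensed at 90 nM, was prereduced with 400 uM NADPH (final) for 5 min at ~22 deg C, then incubated with compound 15 min before 400 uM selenite. A first-read NADPH fluorescence drop versus no-compound background flagged substrates.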
# IDH1 R132H inh: blocks human mutant IDH1 R132H enzyme; Potency, µM (doses to about 76.6 µM), inactives show top-dose activity change, negative = inhibition, hits mostly inhibitors; hit rate 0.093% among 390,000; IDH1-R132H enzyme, NADPH consumption, diaphorase/resazurin fluorescence; further: potency means the concentration at half of the fitted maximal effect; on the % scale 0 is the no-effect control and ±100 the full control effect; nearly all actives have a fitted effect of over 65% in size
# Target sequence (O75874 whole entry R132H, stated change not applied): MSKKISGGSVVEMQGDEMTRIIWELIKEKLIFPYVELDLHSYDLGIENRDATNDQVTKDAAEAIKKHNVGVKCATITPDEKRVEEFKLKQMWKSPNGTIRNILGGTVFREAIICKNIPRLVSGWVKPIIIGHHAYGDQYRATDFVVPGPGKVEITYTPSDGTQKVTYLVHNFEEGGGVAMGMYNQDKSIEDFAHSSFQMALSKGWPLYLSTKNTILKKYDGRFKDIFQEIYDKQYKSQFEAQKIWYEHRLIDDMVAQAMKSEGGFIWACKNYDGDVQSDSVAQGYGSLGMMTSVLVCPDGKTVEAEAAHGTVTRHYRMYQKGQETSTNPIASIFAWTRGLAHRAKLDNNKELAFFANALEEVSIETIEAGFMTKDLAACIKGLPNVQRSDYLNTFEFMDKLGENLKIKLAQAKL
#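 IDH1-R132H (0.5 ug/mL dispensed) in pH 7.5 Tris buffer was preincubated 30 min with compound, then given a substrate mix of 0.016 mM NADPH and 2 mM alpha-KG for 80 min at room temperature; remaining NADPH was read by diaphorase/resazurin fluorescence.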
# TrxR1 inh: blocks rat thioredoxin reductase 1 | hit rate 1% among 390,000 | O89049 | recombinant rTrxR1, NADPH fluorescence consumption, selenite substrate | AID 588453 | Potency, µM (doses to about 114 µM), inactives show top-dose activity change, negative = inhibition, usual class: inhibitors; further: potency means the concentration at half of the fitted maximal effect; on the % scale 0 is the no-effect control and ±100 the full control effect; nearly all actives have a fitted effect of over 65% in size
#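 Rat TrxR1 (90 nM in the dispensed reagent) was pre-reduced with 400 uM NADPH for 5 min at room temperature, then incubated with compound for 15 min. After 400 uM selenite was added, NADPH fluorescence (Ex 340/Em 450 nm) was followed for 8 min.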
# Tb PGK inh: blocks T. brucei phosphoglycerate kinase | P07378 | PGK/GAPDH coupled, Kinase-Glo luminescence, 60 min | Potency, µM (titrated, usually from 57.5 µM), without a hit: at the top dose activity change, negative = inhibition, actives largely listed as inhibitors | hit rate 0.043% among 380,000; further: potency means the concentration at half of the fitted maximal effect; on the % scale 0 is the no-effect control and ±100 the full control effect; nearly all actives have a fitted effect of over 60% in size
#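 Luminescent ATP detection (Kinase-Glo Plus) follows a 60-minute room-temperature incubation, with wells lacking PGK as controls. Buffer: 100 mM TEA (pH 7.6), 5 mM MgCl2, 0.01% Tween-20. Coupling enzyme GAPDH (100 nM final) supplies unstable 1,3-BPG in-well.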
# The depositor's hits bear a star; i = inactive; ? = inconclusive; / = no result given; [ ] = another dose, or the depositor's remark. Unless noted, the call rests on the fitted dose curve; in most records, active means well fitted curve in the direction sought with a large enough effect; inconclusive means small, poorly fitted or top-dose-only effect, or another doubt; inactive means no such curve, though single readings can be large; an effect the other way counts as inactive or inconclusive. Only part of the results is shown. The share of hits here may be higher or lower than overall.
USP1 inh,Pin1 inhibitor,GLS inh,canonical_smiles,HP1b binding inh,PI4K2A inh,TrxR1 substrate,IDH1 R132H inh,TrxR1 inh,Tb PGK inh
-17%,-2%,0%,Cc1ccc(S(=O)(=O)N(CCC#N)C2CCCCC2)c2nsnc12,19%,-7,-3%,2%,4%,i
-10%,-6%,-14%,O=C(Nc1ccc(Cl)cn1)Nc1ccccc1Cl,24%,0,-8%[57.1 µM],7%,20%[57.1 µM],i
-19%,-3%,13%,COc1ccc(OC)c(NC(=O)CCN2CCCCC2)c1,19%,9,1%,2%,0%,1%
-15%,-2%,3%,O=C(NCc1ccncc1)C(=O)NCC1OCCCN1S(=O)(=O)c1ccccc1 (centres undefined),19%,0,-8%,11%,-9%,-5%
-31%,?,-3%,CCc1c(C2(O)CCCCC2)[nH]c2ccc(C(F)(F)F)cc12,38%,-1,-5%,1%,26%,5%
-21%,-7%,4%,CC(C)N(CCn1c(SCC(=O)Nc2cccnc2Cl)nc2ccccc2c1=O)C(C)C,32%,6,-7%,0%,2%,i
-13%,1%,24%,COc1ccc(Cc2c(O)nc(SCC(=O)N3CCOCC3)[nH]c2=O)cc1,29%,-1,6%,24%,14%,1%
-19%,-6%,1%,O=C(COC(=O)CCNS(=O)(=O)c1ccccc1)NC(=O)Cc1ccccc1,50%[activator],-23,5%,7%,17%,-1%
-21%,0%,2%,CS(=O)c1ccccc1COC(=O)Nc1ccccc1 (centres undefined),14%,2,5%[57.1 µM],-5%,15%[57.1 µM],4%
?,-2%,6%,CCN1C(=O)C(Cc2nc3ccccc3c(=O)n2-c2ccc(OC)cc2)c2cc(C)ccc21 (centres undefined),2%,2,-10%,/,4%,/
-7%,-2%,-12%,O=C(CSc1nccc(=O)[nH]1)Nc1cc(C(F)(F)F)ccc1N1CCOCC1,8%,-3,2%,0%,19%,-5%
-17%,9%,-2%,CCc1c(C)nc2ncnn2c1N1CCC(C(=O)NCc2ccc3c(c2)OCO3)CC1,11%,-8,5%,3%,4%,-5%
-18%,1%,-2%,Cc1cc(CN(C)C(=O)c2ccc(OC3CCN(S(=O)(=O)N(C)C)CC3)cc2)n[nH]1,27%,1,-2%,-9%,14%,-10%
-17%,1%,-4%,CCc1cccc(C)c1NC(=O)CN1CCN(S(=O)(=O)c2ccc(C(C)(C)C)cc2)CC1,15%,-1,-3%[57.1 µM],-1%,4%[57.1 µM],i
4%,1%,-3%,CC(=Nc1ccccc1)Nc1ccccc1,8%,-21,-12%,5%,-10%,-4%
-19%,2%,3%,COC(=O)C1CC(C(=O)OC)C2C(C(=O)OC)CC(C(=O)OC)C12 (centres undefined),11%[57 µM],-1,9%[57.1 µM],4%,12%[57.1 µM],0%
-23%,-8%,-6%,Cc1ccc(NC2=C(Cl)C(=O)c3ccccc3C2=O)cc1,-20%,-4,-6%,-4%,3.5µM*,-15%
-12%,2%,31%[activator],CN(C)c1cccc(C(=O)NCc2ccccc2Cl)c1,-2%,3,4%[57.1 µM],-1%,8%[57.1 µM],-3%
-29%,1%,1%,Cc1ccccc1CN1C(=O)C(O)(CC(=O)c2ccncc2)c2ccccc21 (centres undefined),-2%,13,-2%,6%,-6%,-6%
-14%,-9%,-2%,CCC(=O)Nc1ccc(Cl)c(NC(=S)NC(C)=O)c1,8%,-1,-2%,1%,?,-6%
-21%,0%,6%,Cc1cccc(NC(=O)/C(C#N)=C/c2ccccc2Cl)n1,0%,1,-1%,-1%,-12%,11%
-16%,-2%,1%,COc1cccc(C(=O)NC2CCN(CC(=O)NCc3ccccc3F)CC2)c1,-3%,7,-5%,-3%,14%[57.1 µM],-4%
-22%,-1%,?,CCOC(=O)C1(CC2CC2)CCN(Cc2cn(C)c3ccccc23)CC1,15%,0,4%,-4%,25%,6%
-12%,?,12%,COc1ccc(Cl)cc1NC(=O)CN1CCN(S(=O)(=O)N2CCC(C)CC2)CC1,8%,-1,-5%,1%,2%,5%
?,9%,7%,Cc1ccc(C(=O)c2c3ccc(N)cc3nn2CCC(N)=O)cc1,13%,-9,-1%,3%[38.3 µM],-6%,-9%
-3%,-17%,9%,Cc1ccsc1/C=N\NC(=O)Cn1nnc2ccccc21,16%,2,-12%,6%,0%[57.1 µM],-1%
-8%,-1%,-5%,Oc1ccc2ccccc2c1/C=N/c1nc2c(s1)CCCC2,?,-3,-12%,14%,-26%,-13%
-23%,3%,-7%,COc1ccc(-c2cc(C(=O)N3CCCCCC3)c3ccccc3n2)cc1,44%[activator],-3,288%[activator],5%,-3%,-3%
-4%,2%,-1%,CC(=O)Nc1ccc(S(=O)(=O)Nc2ccc(S(=O)(=O)Nc3ncccn3)cc2)cc1,35%,6,1%,-6%,4%,-8%
?,-12%,3%,N#Cc1ccc(C(=O)N(Cc2ccccc2)c2ccccc2)cc1,-5%,-1,7%,8%,28%,-4%

# Continued (three carried over from the part before).
USP1 inh,Pin1 inhibitor,GLS inh,canonical_smiles,HP1b binding inh,PI4K2A inh,TrxR1 substrate,IDH1 R132H inh,TrxR1 inh,Tb PGK inh
-23%,3%,-7%,COc1ccc(-c2cc(C(=O)N3CCCCCC3)c3ccccc3n2)cc1,44%[activator],-3,288%[activator],5%,-3%,-3%
-4%,2%,-1%,CC(=O)Nc1ccc(S(=O)(=O)Nc2ccc(S(=O)(=O)Nc3ncccn3)cc2)cc1,35%,6,1%,-6%,4%,-8%
?,-12%,3%,N#Cc1ccc(C(=O)N(Cc2ccccc2)c2ccccc2)cc1,-5%,-1,7%,8%,28%,-4%
-13%,0%,-18%,Cc1nc2sc(-c3ccccc3)nn2c(=O)c1Br,34%,0,-9%,6%,-18%,-5%
-11%,12%,-15%,CCc1ccc(OCC(=O)NNC(=O)CSc2ncnc3sc(C)c(C)c23)cc1,28%,-2,15%,-2%,32%,-1%
-31%,0%,29%,COc1ccccc1-n1c(=O)c2c3c(sc2n(Cc2ccccc2F)c1=O)CN(C(C)=O)CC3,61%[activator],2,2%[57.1 µM],?,6%[57.1 µM],i
-1%,-3%,2%,CCCn1c(=O)c2c(C(F)(F)F)cc(-c3cccs3)nc2n(CCC)c1=O,34%,-1,55%[activator],0%,-24%,i
-18%,0%,-1%,CCN1CCN(c2cc3c(cc2F)c(=O)c(S(=O)(=O)c2ccc(OC)cc2)cn3CC)CC1,16%,-3,44%[activator],6%,14%,3%
-29%,3%,2%,CCCCc1c(C)nc2nc(SCc3ccc(Cl)cc3)[nH]n2c1=O,40%[activator],0,4%,-5%,16%,-5%
-4%,0%,-8%,CNC(=O)NC(=O)COC(=O)c1ccccc1OCc1ccccc1,18%,-7,5%[57.1 µM],5%,10%[57.1 µM],-8%
-16%,0%,5%,COc1ccc(OC)c(NC(=O)COC(=O)/C=C/c2ccco2)c1,2%,-3,-3%,-10%,-9%,?
-13%,-2%,-4%,CC1(C)C=C2[C@H]3CC[C@@H]4[C@@]5(C)CCC(=O)C(C)(C)[C@@H]5CC[C@@]4(C)[C@]3(C)CC[C@@]2(C(=O)O)CC1,14%,-4,1%[57.1 µM],-2%,7%[57.1 µM],5%
-12%,-5%,0%,Brc1ccc(CN2C3=NCCCN3c3ccccc32)cc1,16%,-3,-3%,-1%,16%,-10%
-11%,-8%,0%,O=S(=O)(NCc1cc(-c2ccccc2)no1)c1ccccc1Cl,33%,4,-34%,10%,-35%,-2%
-8%,1%,8%,CCCC1CCc2[nH]nc(C(=O)NN)c2C1 (centres undefined),2%,-1,4%[57.1 µM],-18%,5%,0%
-20%,2%,2%,CC(C)Cn1c(SCC(=O)N2CC(=O)Nc3ccccc32)nc2ccccc21,22%,-3,-13%,6%,-9%,i
-17%,4%,6%,Cc1nnc(SCc2cc([N+](=O)[O-])cc3c2OCOC3)n(N)c1=O,41%[activator],24,-5%,-4%,6%,-5%
-9%,-3%,7%,CCCCNCc1nc2ccccc2c(=O)[nH]1,39%,-3,-8%,-6%,-2%,-2%
-19%,0%,1%,C=CCn1c(SCC(N)=O)nc2nc3c(cc2c1=O)COC(C)(C)C3,24%,0,31%,5%,19%,-4%
-10%,1%,1%,Cc1cc(C)c(NC(=O)CSc2ccc(-c3cccnc3)nn2)c(C)c1,31%,-1,-9%,13%,3%,0%
-7%,4%,7%,N/C(=N\OC(=O)c1cccnc1)c1ccc(Cl)cc1Cl,26%,3,-15%,-5%,-16%,-1%
-13%,30%,9%,COc1ccc(Cn2c(=O)[nH]c3cc(C(=O)NCCc4ccc(S(N)(=O)=O)cc4)ccc3c2=O)cc1,21%,6,-3%[57.1 µM],2%,1%[57.1 µM],-4%
-18%,-4%,-3%,CCc1ccc(C(=O)NNC(=O)c2n[nH]c(=O)c3ccccc23)cc1,49%[activator],7,-3%,-1%,8%,0%
-3%,2%,2%,COc1cccc2cc(C(=O)NCc3ccccn3)c(=O)oc12,46%[activator],-6,-7%[11.4 µM],-3%,-7%[11.4 µM],i
1%,-5%,12%,CCc1cccc(NS(=O)(=O)c2c(C)n[nH]c2C)c1,43%,3,5%[0.457 µM],16%,10%,6%
-27%,/,?,O=C(COc1cccc(F)c1)Nc1nc(-c2ccccn2)cs1,/,-7,/,1%,/,-8%
